# From PubChem BioAssay
# TDP1 cell CPT = growth inhibition of DT40 Tdp1-/-;hTDP1 cells with camptothecin (screen for TDP1 inhibitors); chicken DT40 Tdp1-/-;hTDP1 cells + 20 nM CPT, ATP luminescence, 48 h; Potency, µM (doses to about 46.2 µM), inactives show at the highest dose activity change, negative = growth inhibition, most hits filed as inhibitors; 420,000 tested, 12% active; AID 686979; further: nearly all actives have a fitted effect of over 55% in size
#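 Chicken DT40 Tdp1-/- cells complemented with human TDP1, 400 cells/well, exposed to compounds plus 20 nM camptothecin for at least 48 h at 37 C; viability read as ATP content by CellTiter-Glo luminescence.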
# GCN5L2 inh = inhibitors of human GCN5L2 histone acetyltransferase | Q92830 | Potency, µM (series often up to 58.9 µM), inactives show at the top dose activity change, negative = inhibition, actives largely listed as inhibitors | AID 504327 | 390,000 tested, 0.21% active | GCN5L2 HAT assay, ThioGlo1 CoA-SH fluorescence
# Target sequence (Q92830 whole entry, looked up): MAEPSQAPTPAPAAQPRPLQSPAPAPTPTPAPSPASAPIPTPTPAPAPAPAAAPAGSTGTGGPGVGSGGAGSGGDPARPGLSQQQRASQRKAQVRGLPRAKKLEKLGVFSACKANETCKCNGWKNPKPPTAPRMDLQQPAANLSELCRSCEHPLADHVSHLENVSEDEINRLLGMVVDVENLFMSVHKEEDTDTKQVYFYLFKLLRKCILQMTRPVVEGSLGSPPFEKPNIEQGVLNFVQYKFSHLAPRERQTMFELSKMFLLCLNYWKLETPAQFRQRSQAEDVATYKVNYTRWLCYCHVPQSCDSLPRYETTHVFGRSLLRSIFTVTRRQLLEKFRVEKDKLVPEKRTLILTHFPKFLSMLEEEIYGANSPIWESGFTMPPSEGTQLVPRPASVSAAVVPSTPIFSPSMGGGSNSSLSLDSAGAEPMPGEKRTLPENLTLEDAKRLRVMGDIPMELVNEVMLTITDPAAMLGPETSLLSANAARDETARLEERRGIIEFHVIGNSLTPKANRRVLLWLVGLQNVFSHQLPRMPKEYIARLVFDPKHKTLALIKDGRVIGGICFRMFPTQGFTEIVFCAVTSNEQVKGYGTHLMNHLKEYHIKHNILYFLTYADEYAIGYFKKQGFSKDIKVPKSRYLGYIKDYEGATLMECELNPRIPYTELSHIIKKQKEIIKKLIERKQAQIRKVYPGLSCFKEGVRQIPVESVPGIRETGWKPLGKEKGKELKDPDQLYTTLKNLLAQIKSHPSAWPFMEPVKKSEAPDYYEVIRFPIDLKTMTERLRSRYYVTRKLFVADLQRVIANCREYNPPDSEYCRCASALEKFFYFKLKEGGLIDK
#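 Titration-based screen in which CoA formation is detected via maleimide probe ThioGlo1 (50uM) turning fluorescent on thiol reaction; substrates H3(1-25) 75uM and acetyl-CoA 70uM, GCN5L2 20nM, 20 min incubation at room temperature.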
# DT40 TDP1 no CPT = qHTS for Inhibitors of human tyrosyl-DNA phosphodiesterase 1 (TDP1): qHTS in cells in absence of CPT; DT40 Tdp1-/- hTDP1 cells, no CPT, ATP luminescence, 48 h; 420,000 tested, 15% active; Potency, µM (top dose mostly 46.2 µM), without a hit: at the top dose activity change, negative = growth inhibition, usual class: inhibitors; further: nearly all actives have a fitted effect of over 55% in size
#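 Seeded 400 DT40-hTDP1 cells/well (vehicle DMSO, no 20 nM CPT); pinned compounds; ≥48 hr at 37 °C; CellTiter-Glo luminescence as viability measure.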
# Numbers without * were called inactive; u = inconclusive; x = no result given; & = joins results of further samples; [ ] = remark or other dose. The call rests on the fitted dose curve; in most records, active means well fitted curve in the direction sought with a large enough effect; inconclusive means small, poorly fitted or top-dose-only effect, or another doubt; inactive means no such curve, though single readings can be large; an effect the other way counts as inactive or inconclusive. On the % scale 0 is the no-effect control and ±100 the full control effect; potency means the concentration at half of the fitted maximal effect.
# The opening 3 records, ahead of the listing:
SMILES,TDP1 cell CPT,GCN5L2 inh,DT40 TDP1 no CPT
O=c1[nH][nH]c2c1[C@@H](c1ccc(F)cc1)O[C@H](CCOCc1ccccc1)C2,1%,x,-18%
CCCCC[C@@H]1C=C(C(=O)O)[C@H](c2ccc(OC)c(OC)c2)N1S(=O)(=O)c1ccc(C)cc1,6%,2%,8%
Cc1cs/c(=N\N=C\c2ccc(O)cc2)n1Cc1ccco1,-14%,-7%,u

# All compounds of this part, repeating the preview:
SMILES,TDP1 cell CPT,GCN5L2 inh,DT40 TDP1 no CPT
O=c1[nH][nH]c2c1[C@@H](c1ccc(F)cc1)O[C@H](CCOCc1ccccc1)C2,1%,x,-18%
CCCCC[C@@H]1C=C(C(=O)O)[C@H](c2ccc(OC)c(OC)c2)N1S(=O)(=O)c1ccc(C)cc1,6%,2%,8%
Cc1cs/c(=N\N=C\c2ccc(O)cc2)n1Cc1ccco1,-14%,-7%,u
CC(=O)NC(c1cccc(F)c1)c1nc(-c2ccc(N(C)C)cc2)cs1 (centres undefined),u,x,u
O=C(CC(CC(=O)c1ccccc1)C(=O)O)c1ccccc1,-6%,-5%,-13%
CCN(c1ccccc1)S(=O)(=O)c1cccc(C(=O)NCC2(N(C)C)CCCCC2)c1,-14%,0%,u
Nc1c2c(nc3ccn(-c4ccccc4)c(=O)c13)CCCCC2,-12%,0%,u
Cc1cc(C)c(S(=O)(=O)N2CCC(C(=O)OCc3c(C)noc3C)CC2)c(C)c1,4%,-6%,2%
COc1ccc(S(=O)(=O)N2CCN(Cc3c[nH]c4ccccc34)CC2)cc1,u,-2%,u
CC(NCc1ccc(OCc2ccc(Cl)cc2)cc1)C(O)c1ccccc1 (centres undefined),15µM*,-4%,u
COC(=O)c1ccc(NC(=O)c2nc(-c3ccc(Cl)cc3)n3c2CCCCC3)cc1,0.73µM*,-16%,0.82µM*
CCOC(=O)CC1(NC(=O)C2CCC(=O)N(CCc3ccccc3)C2)CCCCC1 (centres undefined),2%,-3%,-4%
CC(C)N1CCN(Cc2ccc(OCc3ccccc3)cc2)CC1CCO (centres undefined),u,-2%,u
COC(=O)c1cc(NC(=O)Cc2ccccc2[N+](=O)[O-])cc(C(=O)OC)c1,-16%,0%,-11%
Cc1cc(Cl)ccc1NS(=O)(=O)c1c(C(=O)N2CCCCCC2)c(C)n(C)c1C,u,9%,21µM*
CN(CCC#N)c1ccc(C=O)cc1,-14%,x,-6%
C=CCNC(=O)/C(=C/c1cccc([N+](=O)[O-])c1)NC(=O)c1ccco1,7%,-4%,1%
Cc1ccc(C(=O)CSc2ncnc3sc4c(c23)CCCC4)cc1,u,-4%,21µM*
CCOC(=O)C1=CCN(S(=O)(=O)c2ccccc2C)C1c1cccc(F)c1 (centres undefined),u,x,16µM*
O=C(c1ccc(COc2ccccc2Cl)o1)N1CCOCC1,-4%,-9%,-17%
CCC1CCCCN1CCCNC(=O)c1ccc2c(c1)sc1nc(-c3ccc(F)cc3)cn12 (centres undefined),4.1µM*,-5%,2.6µM*
NC(=O)Cc1ccc(C(=O)c2ccccc2)s1,-17%,0%,-31%
CC1(C(=O)NS(=O)(=O)c2ccc(Cl)cc2)CCN1C(=O)Cc1ccc(Cl)cc1Cl (centres undefined),-1%,x,-4%
Cc1cc(Cl)ccc1NC(=O)C1COc2ccccc2O1 (centres undefined),1%,-5%,u
CC(=O)Nc1ccc(S(=O)(=O)Nc2nc3ccccc3s2)cc1,-17%,-3%,-8%
Cc1cccc(CN2CCN(C(=O)CN(C)C(C)C(=O)Nc3ccc(C(N)=O)cc3)CC2)c1 (centres undefined),-18%,0%,-29%
CC(=O)c1cc(-c2ccc(F)cc2)n(CC(=O)NCc2cccs2)c1C,u,-1%,u
CC(=O)Nc1ccc(SCC(=O)OCC(=O)NC(=O)NCc2ccco2)cc1,-11%,-8%,-11%
O=C(CSCc1nc2c(nnn2Cc2ccc(F)cc2)c(=O)[nH]1)Nc1cccc(C(F)(F)F)c1,-4%,-6%,-15%
CC1(C)Oc2ccc3ccc(=O)oc3c2C[C@H]1O,-14%,1%,-16%
O=P(NCc1ccccc1)(OCc1ccccc1)OCc1ccccc1,u,x,u
C=CCN1C(=O)C(CC(=O)Nc2ccccc2)N(Cc2ccccn2)C1=S (centres undefined),-3%,-5%,u
COc1cccc(-c2nc(N3CC(C)CC(C)C3)c3ccccc3n2)c1O (centres undefined),u,-10%,u
COc1cc(-c2nc3ccccn3c2/N=C/c2cccc(OC)c2O)ccc1O,u,-20%,u
COc1ccccc1C(CNC(=O)C1COc2ccccc2O1)N1CCCC1 (centres undefined),-24%,3%,-26%
CC1CC(C)CN(C(=O)/C=C/c2ccc(S(=O)(=O)N3CCOCC3)cc2)C1 (centres undefined),u,-2%,u
COc1cc(OC)cc(C(=O)Nc2cccc(-c3cn4ccsc4n3)c2)c1,13µM*,-4%,18µM*
CCCOc1cccc(NC(=O)OC2CCN(C)CC2)c1,3%,-2%,4%
COc1ccc(S(=O)(=O)N(c2onc(C)c2Cl)S(=O)(=O)c2ccc(OC)cc2)cc1,-26%,-16%,-1%
CCn1c(=O)c2[nH]c(SC)nc2n(CC)c1=O,3%,x,-8%

# 3 records picked at random from the list so far, as already listed:
SMILES,TDP1 cell CPT,GCN5L2 inh,DT40 TDP1 no CPT
CCCCC[C@@H]1C=C(C(=O)O)[C@H](c2ccc(OC)c(OC)c2)N1S(=O)(=O)c1ccc(C)cc1,6%,2%,8%
CCCOc1cccc(NC(=O)OC2CCN(C)CC2)c1,3%,-2%,4%
O=c1[nH][nH]c2c1[C@@H](c1ccc(F)cc1)O[C@H](CCOCc1ccccc1)C2,1%,x,-18%

# Remaining list, next part
SMILES,TDP1 cell CPT,GCN5L2 inh,DT40 TDP1 no CPT
CCN(CC)C(=O)c1cccc(-c2csc(C(O)c3cccc(OC)c3)n2)c1 (centres undefined),23µM*,x,4.6µM*
Cc1ccc(C)c(CN2C(=O)c3ccccc3S(=O)(=O)c3ccc(C(=O)N4CCCC4)cc32)c1,u,-5%,u
O=C(NCc1ccccc1Cl)c1ccc2c(c1)N(Cc1ccccc1)CCS2,13µM*,-6%,18µM*
CCCCC[C@H](O)/C=C/[C@@H]1[C@@H](CCCCCCC(=O)O)[C@@H](O)C[C@H]1O,-7%,-3%&-1%,-2%
Nc1nc(NCc2ccccc2Cl)c2[nH]cnc2n1,8%,x,u
CC(=O)Nc1nonc1NC(C)=O,2%,-2%,-11%
CCc1ccccc1NC(=S)N(CCN(C)C)C(C)c1cccnc1 (centres undefined),1%,-4%,-2%
Cc1ccccc1C(OCCN(C)C)C1CCCCC1 (centres undefined),u,-2%,29µM*
O=[n+]1cc(-c2ccccc2)n([O-])c2c1CCC2,10%,-21%,-25%
Cc1ccnc(NC(=O)c2ccc(S(=O)(=O)N3CCCCCC3)cc2)c1,-23%,-6%,u
O=C(NC1CCCCC1)C(c1cc2ccccc2o1)N1CCOCC1 (centres undefined),6%,x,0%
COc1ccc(CNC(=O)CCN2C(=O)c3ccncc3C2=O)cc1OC,30%,-22%,23%
CCCNC(=O)c1ccccc1NC(=O)COc1ccc(OC)cc1,1%,u,-6%
COc1ccc(/C=N/NC(=O)C(C)n2cnc3ccccc3c2=O)cc1 (centres undefined),11%,-5%,-24%
CCCCC(CC)CNC(=O)C(=O)c1ccccc1NC(C)=O (centres undefined),-11%,-6%,u
CCCCCN(C(=O)CCC(=O)OCc1cccc(C)c1)c1c(N)n(CCCC)c(=O)[nH]c1=O,21µM*,3%,u
O=C(Oc1ccc(N(Cc2cccs2)C2=NS(=O)(=O)c3ccccc32)cc1)c1ccccc1Cl,6.5µM*,-5%,5.8µM*
Cc1cc(NCCC(C)C)n2nc(C)c(-c3ccccc3)c2n1,u,-3%,u
O=C(CSc1nc2nc3c(cc2c(=O)n1-c1ccccc1)CCCC3)Nc1ccccc1,u,10%,u
O=C(Nc1ccc(Br)cc1)C(Cc1ccccc1)NS(=O)(=O)c1cccc2nsnc12 (centres undefined),-29%,-14%,-28%
CC(=O)/C(N=Nc1cccc(C(F)(F)F)c1)=C(\C)O,-24%,1%,-14%
O=C1Nc2cccnc2N(C(=O)CCl)c2ccccc21,3.3µM*,-13%,2.6µM*
Cc1ccc2nc(-c3ccc(NC(=O)c4ccco4)cc3)[nH]c2c1,-7%,u,u
CCCOc1ccc(N2CC(C(=O)NC(C)C)CC2=O)cc1 (centres undefined),2%,0%,-5%
COC(C(=O)Nc1cccc(F)c1)c1ccccc1 (centres undefined),-14%,-2%,-3%
COc1ccc(OC)c(NC(=O)CN(c2ccccc2OC)S(=O)(=O)c2ccc(C)cc2)c1,16µM*,-13%,26µM*
CCCCCCCCCC(=O)NNC(=O)c1c(O)c2ccccc2n(CC)c1=O,u,-4%,8.2µM*
CCN1C(=O)[C@H]2[C@@H](c3ccc(C)cc3)N[C@]3(CCCN(Cc4ccc(C(F)(F)F)cc4)C3=O)[C@H]2C1=O,13µM*,x,10µM*
CCOc1ccc(-n2cc(C(=O)Nc3cccc(OC)c3)c3cc(OC)c(OC)cc3c2=O)cc1,0%,-20%,-26%
O=C(O)c1ccccc1C1=Nc2ccc(O)cc2Oc2cc(O)ccc21,-14%,-7%,u
CC1CCN(C(c2ccc(N(C)C)cc2)c2nnnn2C(C)(C)C)CC1 (centres undefined),-27%,-11%,-19%
COCCNS(=O)(=O)c1cc(Br)ccc1OC,-4%,-4%[0.501 µM],9%
O=C(Cc1coc2ccc3ccccc3c12)Nc1nccs1,15µM*,-7%,u
CCNC(=O)CC1C(=O)N(c2ccc(F)cc2)C(=S)N1CCc1ccncc1 (centres undefined),-9%,-6%,3%
COCCNC(=O)C1(C)CCCN(Cc2ccc(-n3ccnc3)cc2)C1 (centres undefined),2%,x,0%
O=C(COC(=O)C1CC(=O)N(Cc2ccccc2)C1)Nc1ccccc1F (centres undefined),5%,-8%,-2%
Cc1c(Cl)cnc(NC(=O)COC(=O)c2ccc(S(=O)(=O)NCc3ccco3)cc2)c1Cl,0%,-17%,-9%
Cn1nnnc1SCC(=O)NCc1cc([N+](=O)[O-])ccc1O,-1%,-7%,-15%
Cc1ccc(OCC(=O)NN=C2C3CC4CC(C3)CC2C4)cc1,17%,0%,9%
Cc1ccc(CSCCNC(=O)c2ccc(C)cc2)cc1,-12%,-11%,u
CCc1ccccc1Oc1nc(NCc2ccccc2)nc2ccsc12,u,x,u
O=C(NCCCN1CCOCC1)c1[nH]c(C(F)(F)F)nc1-c1ccccc1,-5%,x,5%
CCn1cc2nc(SCC(=O)Nc3ccccc3F)n(Cc3ccccc3)c(=O)c2n1,u,-23%,u
CCCc1cc(=O)[nH]c(Nc2cc(C)ccc2OC)n1,-11%,0%,-26%
CCOC(=O)Cn1nc(C)c([N+](=O)[O-])c1C,-6%,-1%,0%
OCC[C@@H]1C[C@H](O)[C@@H](O)[C@]2(Cc3ccccc3CO2)O1,-14%,3%,-11%
CC/C(=N\O)C(C)(C)/[N+]([O-])=C/c1ccc(Br)cc1,7%,0%,1%
Cc1ccccc1COc1ccc2oc(C)c(C(=O)O)c2c1,-4%,-6%,-4%
O=C1c2ccccc2C(=O)N1CCc1csc(-c2cccc(F)c2)n1,-29%,-10%,1%
COCCNC(=O)C(c1cccc(OC)c1)N(Cc1cccs1)C(=O)Cn1nnc2ccccc21 (centres undefined),-4%,-5%,-3%
CNC(=O)[C@@H]1CCC(=O)N1,0%,-4%,1%
COc1ccccc1Nc1nn2c(=O)c3ccc(C(=O)NCCCOC(C)C)cc3nc2s1,5.2µM*,-19%,4.1µM*
COc1ccc(C(=O)NCc2ccc3c(c2)cc(C)n3C)cc1OC,u,-3%,-3%
CCCn1cc(CN2CCCC(C(=O)c3cccc(OC(C)C)c3)C2)c(C)n1 (centres undefined),u,38%[activator],u
COc1cccc2c(=O)c3c(oc12)CCCC3,-6%,x,-19%
O=C(Nc1ccccc1N1CCOCC1)c1cc(Br)c(Br)s1,0%,-17%,-5%
Cc1ccc2nc(SCC(=O)c3ccccc3)nc(=O)n2c1,-12%,-4%,-16%

# Arranged by molar mass (falling): some entries from above.
SMILES,TDP1 cell CPT,GCN5L2 inh,DT40 TDP1 no CPT
COCCNC(=O)C(c1cccc(OC)c1)N(Cc1cccs1)C(=O)Cn1nnc2ccccc21 (centres undefined),-4%,-5%,-3%
CCn1cc2nc(SCC(=O)Nc3ccccc3F)n(Cc3ccccc3)c(=O)c2n1,u,-23%,u
O=C1c2ccccc2C(=O)N1CCc1csc(-c2cccc(F)c2)n1,-29%,-10%,1%
COc1ccc(C(=O)NCc2ccc3c(c2)cc(C)n3C)cc1OC,u,-3%,-3%
Cc1ccccc1COc1ccc2oc(C)c(C(=O)O)c2c1,-4%,-6%,-4%
CCCc1cc(=O)[nH]c(Nc2cc(C)ccc2OC)n1,-11%,0%,-26%
CCOC(=O)Cn1nc(C)c([N+](=O)[O-])c1C,-6%,-1%,0%

# These rows are one share of the data, so the mix of outcomes need not match the whole.
